# DNMT1 inh = inhibitors of human DNMT1; AID 588458; P26358; DNMT1 molecular beacon, Hinp1I cleavage, fluorescence; inhibition (reported as % activation of signal), % at 10 µM; 360,000 tested, 0.83% active; in the data active = inhibition above about 50%
# STEP inh = inhibitors of human striatal-enriched phosphatase STEP. P54829. recombinant STEP, OMFP fluorogenic substrate, fluorescence. inhibition, % at 20 µM. 360,000 tested, 0.25% active. AID 588621;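 active = inhibition at 20 µM, scaled per plate between control wells, above about 37%, limit read from the data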;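 note: 0% = DMSO with enzyme and substrate and 100% = substrate only without enzyme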
#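 Measure: Control-normalized % inhibition with plate pattern correction | Test system: STEP phosphatase, cell-free reaction | Medium: pH 6.0 Bis-Tris with DTT and Tween 20 | Technique: Fluorescence, 480/540 nm | Times: Reaction 20 min, ambient temperature | Doses: Single compound dose of 20 µM, 1% DMSO final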
# SUMO1-SIM PPI = SUMO1-SIM interaction modulation; SUMO1 binding to a labelled peptide, TR-FRET, 1 h; 360,000 tested, 0.33% active; P63165; inhibition, % at 20 µM; AID 602429; in the data active = inhibition above about 37%
# Target sequence (P63165 whole entry, looked up): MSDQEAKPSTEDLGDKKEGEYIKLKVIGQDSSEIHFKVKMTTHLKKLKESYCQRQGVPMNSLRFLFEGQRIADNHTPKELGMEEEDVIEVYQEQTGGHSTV
# PABP1 MLLE inh = blocks PAM2 peptide binding to the PABP1 MLLE domain; 360,000 tested, 0.36% active; inhibition, % at 20 µM; GST-MLLE / FITC-PAM2 fluorescence polarization; in the data active = inhibition above about 35%, passing the limit was not always enough;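 note: plate controls were DMSO wells with GST-MLLE for no effect and wells lacking GST-MLLE protein for full effect; some results filed as inactive read as strong as hits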
# Scp-1 inhibitor = inhibitors of human Scp-1 phosphatase; Recombinant Scp1, phosphopeptide, malachite green phosphate absorbance; inhibition, % at 20 µM; 340,000 tested, 0.88% active; AID 493091;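 active = inhibition above about 50% at 20 µM, limit read from the data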;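 note: plate controls were DMSO wells with enzyme for no effect and wells lacking enzyme for full effect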
#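 Test system: SCP-1 phosphatase catalytic domain, residues 76-261; measured by: colorimetric phosphate reagent with accelerator and stabiliser, absorbance at 630 nm; timing: enzyme reaction 45 min at room temperature, colour 5 min, stabilisation 30 min; also added: Phosphorylated 17-residue peptide substrate; compound dosing: one concentration, 20 µM, with 1.0% DMSO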
# NadD block = NadD (S. aureus) enzyme inhibition. purified NadD enzyme, colorimetric absorbance read-out. inhibition, % at 20 µM. 360,000 tested, 0.78% active. AID 602399; in the data active = inhibition above about 26%; note: some compounds past the cut are filed as inactive
# LMPTP inh = LMPTP (human) inhibition. AID 651560. 360,000 tested, 0.22% active. inhibition, % at 20 µM. recombinant LMPTP-A, OMFP fluorogenic substrate, fluorescence intensity. P24666;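 active = compounds that cut the enzyme signal by at least half of the control window in the single-dose screen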;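 note: plate controls were DMSO wells with enzyme plus substrate for no effect and substrate without enzyme for full effect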
# Target sequence (P24666 whole entry, looked up): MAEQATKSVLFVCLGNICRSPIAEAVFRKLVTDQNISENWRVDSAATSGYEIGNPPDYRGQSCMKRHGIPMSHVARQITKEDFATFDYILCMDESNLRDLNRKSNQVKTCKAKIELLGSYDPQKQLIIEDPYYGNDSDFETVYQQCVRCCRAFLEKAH
#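 Assay system: LMPTP-A, protein tyrosine phosphatase of low molecular weight / Medium: pH 6.0 Bis-Tris buffer with DTT and Triton X-100 / Schedule: 50 min enzyme reaction at room temperature, protected from light / Measured by: endpoint fluorescence intensity from OMFP dephosphorylation / Read-out basis: % inhibition relative to no-enzyme and uninhibited control wells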
# Tb MetRS inh = blocks T. brucei methionyl-tRNA synthetase activity. purified T. brucei MetRS, ATP depletion, Kinase-Glo luminescence. inhibition, % at 11.9 µM. 360,000 tested, 0.4% active. AID 624268;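 active = inhibition above a per-plate cutoff of the control wells' mean inhibition plus 3 SD, cut at about 5.5% in these data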;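 note: 0% = DMSO wells median and 100% = median of wells with control inhibitor compound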
#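 Dosing: 11.9 µM compound single dose, 0.9% DMSO; Assay system: purified T. brucei MetRS enzyme; Measured by: Kinase-Glo luciferase luminescence reporting remaining unconsumed ATP; Schedule: 15 min plus 2 h at 25 °C.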
# CSN deneddyl inh = blocks human CSN-mediated cullin deneddylation. AID 651999. 360,000 tested, 0.38% active. inhibition, % at 12.5 µM. Purified CSN, SCF-Nedd8-OG deneddylation, fluorescence polarization. Q92905;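 active = pattern-corrected inhibition above about 35%, with an unprinted fluorescence ratio check between 0.5 and 1.5, limit read from the data, passing the limit was not always enough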;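 note: 0% = enzyme with substrate and 100% = substrate without enzyme; some results filed as inactive read as strong as hits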
# Target sequence (Q92905 whole entry, looked up, one chain of several): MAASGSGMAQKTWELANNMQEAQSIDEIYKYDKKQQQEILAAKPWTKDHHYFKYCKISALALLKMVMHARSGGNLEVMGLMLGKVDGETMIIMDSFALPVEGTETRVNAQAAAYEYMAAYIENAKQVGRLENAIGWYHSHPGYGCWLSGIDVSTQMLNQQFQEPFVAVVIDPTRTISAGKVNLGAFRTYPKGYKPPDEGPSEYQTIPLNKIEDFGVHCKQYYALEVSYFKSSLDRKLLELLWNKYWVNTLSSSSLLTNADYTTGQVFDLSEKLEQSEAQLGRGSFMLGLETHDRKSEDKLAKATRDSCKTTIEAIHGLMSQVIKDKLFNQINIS
#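 Test system: purified human Csn5 enzyme expressed in HEK293T cells. Amount: 0.24 nM enzyme. Reagent: SCFSkp2-Nedd8OG substrate at 10 nM final. Schedule: 90 min incubation of compound, enzyme and substrate at room temperature. Detection: fluorescence polarization. Read-out: % inhibition of substrate cleavage by Csn5.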
# Rpn11 inh = Rpn11 (human) deubiquitinase inhibition | O00487 | human 26S proteasome, Ub4-pepOG fluorescence polarization; 20S core pre-blocked with epoxomicin | calls only at 20 µM | 360,000 tested, 0.59% active;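 active = inhibition at 20 µM, scaled to each plate's controls, above about 33%, limit read from the data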
# Target sequence (O00487 whole entry, looked up): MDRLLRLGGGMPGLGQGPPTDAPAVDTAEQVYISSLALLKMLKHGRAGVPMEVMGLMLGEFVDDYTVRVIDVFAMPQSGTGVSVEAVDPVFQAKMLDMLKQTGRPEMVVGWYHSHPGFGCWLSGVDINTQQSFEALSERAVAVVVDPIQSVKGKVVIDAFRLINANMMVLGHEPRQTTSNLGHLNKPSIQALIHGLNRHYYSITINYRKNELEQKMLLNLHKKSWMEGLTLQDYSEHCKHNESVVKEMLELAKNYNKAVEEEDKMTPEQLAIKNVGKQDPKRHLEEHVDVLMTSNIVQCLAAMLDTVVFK
# Active calls of the source: *; i = inactive; · = no result given.
SMILES,DNMT1 inh,STEP inh,SUMO1-SIM PPI,PABP1 MLLE inh,Scp-1 inhibitor,NadD block,LMPTP inh,Tb MetRS inh,CSN deneddyl inh,Rpn11 inh
COc1ccc(-c2noc(CSc3nc(-c4ccccc4)cc(=O)[nH]3)n2)cc1OC,-4,4,15,3,-3,13,-1.8,-0.3,-1,i
O=C(COC(=O)C1CCN(S(=O)(=O)c2ccc(Cl)c(C(F)(F)F)c2)CC1)NCc1ccco1,10,-1,6,5,4,-6,-0.6,-0.3,3,i
CCCSc1nc2c(c(=O)[nH]c(=O)n2C)n1CCc1ccccc1,-3,0,-1,5,3,10,1.3,-1.5,-8,i
CCOC(=O)C1CN(S(=O)(=O)c2ccc(F)cc2)C1,3,3,-2,0,-2,-8,-1.2,0.4,6,i
CCC(=O)NC(c1ccco1)c1cc(Cl)c2cccnc2c1O (stereo not drawn),-7,3,-4,-2,-7,26,4.0,-0.6,-8,i
Cc1cccnc1C(NC(=O)C1CCN(Cc2ccc(Cl)c(Cl)c2)CC1)c1ccc(Cl)cc1 (stereo not drawn),-15,4,4,4,·,-2,0.7,-0.1,-1,i
C=CCn1c(SCC(=O)c2ccc(O)c(O)c2)nnc1-c1cccc(Cl)c1,12,0,4,-115,9,8,11,-0.4,4,i
CN(Cc1cnn(-c2ccccc2)c1)C(=O)C1CCC(=O)N(C2CC2)C1 (stereo not drawn),0,-1,2,1,-2,1,-1.4,-0.2,10,i
COc1ccc(OC)c(N2C(=NC(=O)C3CCCCC3)SC3CS(=O)(=O)CC32)c1 (stereo not drawn),3,0,-4,9,-6,8,0.4,0.1,5,i
COc1ccc(/C=N/NC(=O)c2nn(C)cc2Br)cc1CSCc1ccco1,-3,0,-14,25,-9,5,2.6,-0.3,1,i
CCCCc1nc2sc3c(c2c(=O)[nH]1)CCC3,-3,1,1,-1,-4,2,1.1,-0.4,-2,i
CCn1cnc2cc(NCc3ccc(C)cc3)ccc21,-1,-1,-2,4,-11,1,-0.4,0.1,3,i
C=CCc1ccc(OCC(O)CN2CCCCC2)c(OC)c1 (stereo not drawn),7,-2,1,-32,-4,-3,0.6,-0.2,1,i
CCn1c(C(=O)N2CCCC(C(=O)O)C2)cc2sccc21 (stereo not drawn),0,-4,1,14,0,-2,-0.6,0.1,-4,i
Cc1cccc(NC(=O)CS(=O)(=O)c2c[nH]c3ccccc23)c1C,4,2,1,-1,-3,-1,-0.8,0.6,2,i
Clc1ccc(-c2nnc(-c3ccco3)o2)cc1,-1,1,-3,2,-8,-10,-0.4,-1.0,4,i
CCOc1ccc2[nH]c(=O)c(CN(CC3COCCO3)C(=O)c3ccc(C)cc3)cc2c1 (stereo not drawn),-3,1,5,-3,-1,7,0.2,0.5,-3,i
Cc1ccc(C)c(OCCC(=O)OCC(=O)NCCc2ccc(S(N)(=O)=O)cc2)c1,1,0,3,2,-12,-1,-0.1,-0.2,1,i
O=C(NCc1ccc(-c2nc3ccccc3s2)cc1)c1ccco1,-4,2,-2,-6,-5,1,0.2,-1.1,1,i
O=C(Nc1ccc(Sc2ccc(Br)cc2)cc1)c1ccco1,-14,-3,-2,-14,-13,3,7.5,-0.3,1,i
COC(=O)COc1ccc2c(c1)O/C(=C\c1cccc([N+](=O)[O-])c1)C2=O,-2,3,-19,4,-8,-4,1.1,-0.3,1,i
O=C(CCCSc1nnc(-c2cccs2)n1CC1CCCO1)c1ccccc1 (stereo not drawn),-1,-1,0,-43,-1,3,-1.1,0.5,1,i
COCCCn1cc(C(=O)c2ccccc2OCC(=O)Nc2cccc(F)c2)cc(C#N)c1=O,-2,3,-1,-7,-4,2,2.0,-0.4,7,i
COc1ccccc1NC(=O)C1=C(C)NC(=O)NC1c1cccs1 (stereo not drawn),2,3,3,3,7,-4,-0.4,0.7,-3,i
CC(=O)c1cc(-c2ccccc2)n(CC(=O)Nc2cccc(C)c2)c1C,-4,-3,-2,10,-7,-19,1.0,0.7,-2,i
C[C@H](NC(=O)N1CCn2c1nc1ccccc12)C(=O)NCC1CCCO1 (stereo partly drawn),-3,1,-2,8,-5,5,0.5,0.3,-2,i
O=C1CN(C(=O)CSc2nncs2)c2ccccc2N1,1,-5,-2,2,-7,-3,-0.7,-0.4,-5,i
CN(c1ccc(OCC(=O)OCC(=O)Nc2ccccc2)cc1)S(=O)(=O)c1cccs1,-3,0,1,3,-6,-1,-1.0,-0.6,-3,i
Cc1ccccc1S(=O)Cc1ccc(C(=O)NC2CC2)o1 (stereo not drawn),2,-3,0,5,-11,-6,-0.5,-0.1,-6,i
O=[N+]([O-])c1cccc(C(=Nc2ccc(Cl)cc2)NO)c1,0,1,-9,-5,-8,0,0.4,-0.5,4,i
CC1(C)CC(=Cc2cc(O)ccc2[N+](=O)[O-])C(=O)c2ccccc21,1,-1,-12,-7,·,-5,1.6,-0.1,3,i
O=C(NCc1ccccn1)c1ccc2c(=O)n3nc(Nc4ccccc4)sc3nc2c1,32,-4,52*,-2,-3,4,-0.2,-0.5,14,i
CN(C)C(=O)CCc1ccc2c3c([nH]c2c1)[C@]1(C)[C@@H](C(=O)N2CCOCC2)C[C@H](CC(=O)NCc2cccc(C(F)(F)F)c2)C(=O)N1CC3,8,0,-3,12,-1,3,0.4,-0.5,-5,i
O=C(Oc1ccccc1)c1cc2ccccc2o1,0,-2,-6,6,-2,-11,-1.3,-1.4,1,i
Nc1c(N(Cc2ccco2)C(=O)c2ccc(Br)cc2)c(=O)[nH]c(=O)n1Cc1ccccc1,3,1,2,-4,-5,0,-0.9,-0.2,-1,i
CC(C)C(=O)NC(Nc1ccccc1F)C(Cl)(Cl)Cl (stereo not drawn),-2,2,1,4,-6,-5,-0.2,-0.8,-4,i
O=C(Nc1ccc(Cl)cc1)C1CCCN(S(=O)(=O)c2cnc[nH]2)C1 (stereo not drawn),-1,0,-2,-16,-12,-2,-1.2,0.3,-6,i
S=C(Nc1ccccc1)N1CCOCCOCCN(C(=S)Nc2ccccc2)CCOCCOCC1,4,1,4,-129,-13,-3,-2.9,-1.3,2,i
Cc1cc(C(C)(C)C)cc(C)c1C[n+]1ccc2ccccc2c1,1,1,-13,5,-7,-4,-0.7,-0.8,1,i
O=C(NC1CC(=O)N(c2ccccc2)C1)N1CCN(C(=O)c2ccco2)CC1 (stereo not drawn),3,-2,2,-8,-3,2,-0.7,-0.5,-6,i

# An excerpt of these results, as tab-separated lines.
SMILES	DNMT1 inh	STEP inh	SUMO1-SIM PPI	PABP1 MLLE inh	Scp-1 inhibitor	NadD block	LMPTP inh	Tb MetRS inh	CSN deneddyl inh	Rpn11 inh
CCn1cnc2cc(NCc3ccc(C)cc3)ccc21	-1	-1	-2	4	-11	1	-0.4	0.1	3	i
COc1ccc(OC)c(N2C(=NC(=O)C3CCCCC3)SC3CS(=O)(=O)CC32)c1 (stereo not drawn)	3	0	-4	9	-6	8	0.4	0.1	5	i
O=C(COC(=O)C1CCN(S(=O)(=O)c2ccc(Cl)c(C(F)(F)F)c2)CC1)NCc1ccco1	10	-1	6	5	4	-6	-0.6	-0.3	3	i
COc1ccccc1NC(=O)C1=C(C)NC(=O)NC1c1cccs1 (stereo not drawn)	2	3	3	3	7	-4	-0.4	0.7	-3	i
Cc1ccc(C)c(OCCC(=O)OCC(=O)NCCc2ccc(S(N)(=O)=O)cc2)c1	1	0	3	2	-12	-1	-0.1	-0.2	1	i

# Going on with the list.
SMILES,DNMT1 inh,STEP inh,SUMO1-SIM PPI,PABP1 MLLE inh,Scp-1 inhibitor,NadD block,LMPTP inh,Tb MetRS inh,CSN deneddyl inh,Rpn11 inh
COc1ccc(NC(=O)Nc2cccc3ccccc23)cc1S(N)(=O)=O,-3,1,-22,-8,-5,-5,0.5,0.2,6,i
COc1ccc(NC(=O)CN2C(=O)C(C)Oc3ccccc32)c(OC)c1 (stereo not drawn),2,1,2,-12,-8,-10,-2.3,-1.2,-4,i
CCCC(=O)N1CCC1(C)C(=O)NCc1ccc(C(C)C)cc1 (stereo not drawn),0,2,-4,5,·,-9,-1.9,-0.2,5,i
CCOC(=O)N1CCN(CCC(=O)Nc2ccc(C)c(Br)c2)CC1,-1,-6,3,4,-12,-6,-1.0,-1.8,-4,i
COC(=O)C1=CN(Cc2ccc(OC)c(OC)c2)C=C(C(=O)OC)C1c1cccc(OC)c1OC,0,-1,-20,8,-12,-10,0.8,-0.9,5,i
CCNC(=S)N/N=C(\C)c1cccc(OC)c1,1,-1,1,-13,-8,3,-0.6,-0.2,4,i
CCn1c(CSc2ncccn2)nnc1SCC(=O)N1c2ccccc2CC1C (stereo not drawn),4,-7,2,-8,-1,-1,-1.2,-0.2,-2,i
COCCCN1C(=O)C(=O)/C(=C(/O)c2ccc(C)cc2)C1c1ccccc1 (stereo not drawn),-11,2,-1,-12,-5,13,0.9,-0.6,-2,i
COc1ccc(-c2cc(C(=O)Nc3c(Cl)cc(Cl)cc3Cl)c3ccccc3n2)cc1OC,19,2,-5,-1,0,10,0.8,-0.5,-6,i
O=C(CCN1CCCO1)NC1CCCc2c1cnn2-c1ccccc1F (stereo not drawn),3,1,-3,13,-5,-4,-0.9,0.4,-2,i
CCCN1CN(Cc2ccccc2)CNC1=S,3,2,3,-68,-2,-2,-1.2,-0.8,2,i
COC(=O)C1CCN(C(=O)Cc2ccc(Br)cc2)CC1,-1,-1,-1,6,-5,-3,-1.3,-0.4,0,i
CCc1nc2ccc(C(=O)Nc3ccc(C(N)=O)cc3)cn2c1N(C)CCC(C)C,10,4,8,-9,·,0,1.1,-0.4,5,i
Cc1cccc(NC(=O)NCCc2ccc(Cl)cc2)c1,-2,-7,5,3,-5,1,1.0,1.9,-1,i
O=C(CCC(=O)c1ccc(F)cc1)OC1CCOC1=O (stereo not drawn),3,1,-2,14,-6,4,-0.3,-1.5,1,i
COc1ccccc1Cc1c(C2CCCCC2)nc2cc(C)c(Br)c(C)n12,·,·,1,·,·,12,2.6,-0.5,-2,·
COc1cccc(N/C(SCc2cccc([N+](=O)[O-])c2)=C(/C#N)C(=O)NCc2cccs2)c1,-9,4,-5,23,-18,-4,2.3,0.3,-4,i
O=[N+]([O-])c1cccc(/C=N/Nc2nccnc2Cl)c1,3,-3,-18,-6,0,-7,-1.0,-1.3,-3,i
Cc1cc(C)n(C(=O)c2ccc(NC(=O)C3COc4ccccc4O3)cc2)n1 (stereo not drawn),0,6,1,-10,-10,-3,1.1,-1.6,4,i
